Mtb UGM inh: Mtb UDP-galactopyranose mutase inhibition | P9WIQ1 | purified UGM, fluorescence polarization probe displacement | inhibition, % at 10 µM | 0.06% of 320,000 active | AID 504406; in the data active means inhibition above about 10%, passing the limit was not always enough; inconclusive means no clear call, values can overlap the other calls
Target sequence (P9WIQ1 whole entry, looked up): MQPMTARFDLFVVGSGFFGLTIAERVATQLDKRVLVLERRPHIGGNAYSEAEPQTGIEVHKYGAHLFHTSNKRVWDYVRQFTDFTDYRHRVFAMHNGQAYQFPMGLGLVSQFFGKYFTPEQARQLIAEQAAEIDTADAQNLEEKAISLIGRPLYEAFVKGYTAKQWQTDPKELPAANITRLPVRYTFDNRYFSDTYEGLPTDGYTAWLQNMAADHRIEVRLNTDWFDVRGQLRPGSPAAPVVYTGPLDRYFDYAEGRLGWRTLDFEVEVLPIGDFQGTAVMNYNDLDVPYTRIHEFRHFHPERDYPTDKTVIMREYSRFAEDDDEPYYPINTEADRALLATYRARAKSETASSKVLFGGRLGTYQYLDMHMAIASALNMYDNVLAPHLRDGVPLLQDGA
Rv3671c inh: inhibitors of M. tuberculosis serine protease Rv3671c; P9WHR9; inhibition, % at 5.96 µM; 0.048% of 320,000 active; AID 2606; in the data active means inhibition above about 38%;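 further: extracellular domain of Rv3671c used as enzyme; 0% = enzyme with DMSO and 100% = no enzyme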
Target sequence (P9WHR9 whole entry, looked up, the tested form may be a part): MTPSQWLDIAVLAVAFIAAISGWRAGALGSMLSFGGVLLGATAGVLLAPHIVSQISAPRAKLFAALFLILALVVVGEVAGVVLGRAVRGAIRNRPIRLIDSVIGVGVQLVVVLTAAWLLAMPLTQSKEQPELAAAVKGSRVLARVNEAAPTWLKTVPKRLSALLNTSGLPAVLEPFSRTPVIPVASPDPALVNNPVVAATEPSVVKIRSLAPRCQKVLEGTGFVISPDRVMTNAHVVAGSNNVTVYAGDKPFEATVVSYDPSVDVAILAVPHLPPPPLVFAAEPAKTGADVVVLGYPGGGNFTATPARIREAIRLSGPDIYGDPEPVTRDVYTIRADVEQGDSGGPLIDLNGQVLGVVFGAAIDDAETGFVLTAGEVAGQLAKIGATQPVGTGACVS
BoNT F protease: blocks Botulinum neurotoxin F light chain protease; inhibition, % at 10 µM; AID 588497; 0.22% of 360,000 active; Multiplex microsphere protease cleavage assay, flow cytometry; in the data active means inhibition above about 35%, passing the limit was not always enough; inconclusive means no clear call, values can overlap the other calls; further: plate controls were buffer without enzyme for full effect and enzyme alone for no effect
CCHF vOTU inh: CCHFV vOTU protease inhibition. Pep-AMC fluorescence. inhibition, % at 11.5 µM. 0.55% of 370,000 active. AID 651958; further: 0% = vehicle wells with enzyme and 100% = no enzyme wells
VHR inh abs: inhibitors of human VHR1 phosphatase (DUSP3); P51452; recombinant VHR phosphatase, pNPP absorbance; inhibition, % at 13.3 µM; 0.52% of 290,000 active; AID 1654; in the data active means inhibition above about 50%; further: some compounds called inactive have numbers as strong as hits
MazF activator: MazEF (E. coli) toxin RNase activation; P0AE70; FAM/BHQ RNA-DNA oligo cleavage fluorescence, 5 h; activation, % at 20 µM; 0.32% of 350,000 active; AID 504720; in the data active means activation above about 50%
BioA inh: blocks M. tuberculosis BioA enzyme activity; inhibition, % at 9.99 µM; AID 602481; purified M. tuberculosis BioA enzyme, plate reader; 0.096% of 360,000 active; in the data active means inhibition above about 40%; inconclusive means no clear call, values can overlap the other calls
FBA Mtb inh: inhibits M. tuberculosis FBA enzyme | purified M. tuberculosis FBA, fluorescence read-out | inhibition, % at 1 µM | 2.3% of 360,000 active | P9WQA3; in the data active means inhibition above about 27%;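 further: 0% = vehicle and 100% = reference inhibitor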
GDH-TPI inh: GDH-TPI coupled enzyme inhibition counter-screen; GDH-TPI coupled enzyme counterscreen, NADH absorbance; inhibition, % at 4.8 µM; 1.2% of 360,000 active; AID 588335;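 further: 0% = DMSO wells and 100% = wells lacking the enzyme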
FadD28 binding: inhibitors of Mycobacterium tuberculosis FadD28 bisubstrate binding | inhibition, % at 12.5 µM | 0.22% of 360,000 active | FadD28 bisubstrate probe binding, fluorescence polarization | AID 588549; in the data active means inhibition above about 8.5%, passing the limit was not always enough; inconclusive means no clear call, values can overlap the other calls
* marks the source's active call; other numbers are inactive results; ? = inconclusive; . = no result given. Unless noted, no stated cut-off is given here; in the data, active means inhibition above about 30%; inactive means the rest. Compounds as they come; any-hit rate near 4.9%.

nr	Compound	FBA Mtb inh	VHR inh abs	Rv3671c inh	MazF activator	FadD28 binding
1	S=C(Nc1ccccc1)N1CCn2c(nc3ccccc32)C1	-2	-3	7	4	-0.6
2	Cc1nc(SCc2nc3ccc(Br)cc3[nH]2)c2oc3ccccc3c2n1	5	.	-62	-48	-0.8
3	S=c1[nH]nc(C2CC2)n1Cc1ccco1	6	-2	3	-2	0.1
4	Cc1ccc(NC(=O)c2cccc(C(F)(F)F)c2)cc1NC(=O)c1[nH]cnc1C(N)=O	1	.	-54	-8	-3.6
5	CC(=NO)c1ccc2c(c1)C(=NO)c1ccccc1-2	2	.	.	14	-7.8
6	O=C(NCCc1csc(-c2cccnc2)n1)c1ccccc1	0	11	5	9	-2.4
7	CC(=O)c1nn(-c2ccc(Cl)cc2)c(=O)[nH]c1=O	4	19	-8	-1	-1.5
8	O=C1CSC(=Nc2ccccc2[N+](=O)[O-])N1	-2	31	-5	4	-3.7
9	O=c1cc(-c2ccccc2)nc(SCCOc2ccccc2Cl)[nH]1	3	10	5	1	0.7
10	CC1(C)NC(=O)N(CCCOc2ccc(Br)cc2Cl)C1=O	3	11	-1	2	-1.2
11	Cc1ccc(S(=O)(=O)c2nc(-c3ccc(F)cc3)oc2SCC(=O)NCC2CCCO2)cc1 (stereo not drawn)	3	13	-4	-6	-5.4
12	CCc1ccc(NC(=O)c2cc(Br)ccc2Br)cc1	.	2	3	.	.
13	CCCC1(CCC)C(=O)NC(=NCCc2ccc(OC)c(OC)c2)NC1=O	1	1	4	-2	-1.7
14	COc1ccc(-c2[nH]ncc2CN2CCC(N3CCSCC3)CC2)c(F)c1	2	19	4	10	-3.1
15	O=C1C=C(Nc2cccc(Cl)c2)CC(c2ccco2)C1 (stereo not drawn)	-2	6	6	4	-1.9

nr	BioA inh	BoNT F protease	Mtb UGM inh	GDH-TPI inh	CCHF vOTU inh
1	15	-2	-1.7	3	4
2	-2.7	-7	-1.4	11	-2
3	0.9	2	-0.5	12	-16
4	-1.1	4	0.9	3	22
5	.	-6	.	2	-6
6	2.6	-4	-3.8	0	-4
7	-0.6	-6	-0.7	8	-6
8	.	2	-1.0	0	-5
9	.	0	-5.6	0	-3
10	.	-2	0.2	5	-3
11	-1.5	14	-0.4	-4	-5
12	.	.	2.4	.	0
13	-0.9	0	-3.7	-3	11
14	-0.1	-6	0.5	-7	-4
15	2.1	6	0.1	16	-16

Next structures.
nr	Compound	FBA Mtb inh	VHR inh abs	Rv3671c inh	MazF activator	FadD28 binding
16	O=C(N/N=C/c1cccc(Cl)c1)c1c(O)c2c([nH]c1=O)CCCC2	2	25	-3	6	0.3
17	Cc1ccc([N+](=O)[O-])cc1NC(=O)c1ccc(C(C)(C)C)cc1	-1	-3	-10	4	-1.1
18	COc1ccc(/C=C/c2nnc(NC(=O)CC(C)C)s2)cc1	12	13	2	6	-3.4
19	Cc1nc2nc(C)c(CCC(=O)N3CCOCC3)c(C)n2n1	0	44	6	3	-0.7
20	CCCN(CC(=O)Nc1cc(Cl)cc(Cl)c1)CC(=O)Nc1ccc(F)c(F)c1F	-3	7	-30	-7	-6.4
21	Clc1cc(Cl)c(Cl)c(Cl)c1Cl	24	.	1	1	1.1
22	O=C(O)c1cccnc1Br	0	8	10	3	-1.8
23	CCc1cccc(C)c1NC(=O)CSc1nc2ccccc2n1CC(=O)N(C)C	6	18	1	7	0.3
24	O=C(O)CC(C(=O)O)C(c1ccccc1)c1ccccc1 (stereo not drawn)	-1	.	.	6	-1.7
25	Cc1c(C(=O)OCC(O)=C(C#N)c2nc3ccccc3[nH]2)oc2ccc(Br)cc12	3	.	.	5	-2.5
26	CC1CCCC(C)N1C(=O)CN1c2cccc3cccc(c23)S1(=O)=O (stereo not drawn)	9	.	-2	4	-0.4
27	O=C(CN1CCN(S(=O)(=O)c2ccccc2)CC1)NC(=O)NCc1ccccc1	-2	-5	0	28	-3.6
28	CC(C)N1CCN(Cc2ccc(-c3ccccc3Cl)o2)CC1CCO (stereo not drawn)	5	22	2	-4	-1.4
29	Cn1c(=NC(=O)CS(=O)(=O)c2ccccc2)sc2ccccc21	2	.	-4	-1	-1.1
30	COC(=O)N/N=C/c1cc([N+](=O)[O-])cc(Br)c1O	-9	8	2	-5	-2.0

nr	BioA inh	BoNT F protease	Mtb UGM inh	GDH-TPI inh	CCHF vOTU inh
16	.	5	1.5	7	3
17	-1.6	-22	-0.2	11	12
18	-0.6	?	-2.0	17	-17
19	.	-8	-1.9	4	13
20	-0.2	-7	-0.8	0	24
21	1.3	-5	-0.1	-5	-6
22	.	-5	-1.7	-5	6
23	1.6	-12	-0.8	-2	-6
24	-1.4	-6	.	1	-2
25	.	-8	.	9	12
26	-2.7	-9	-0.3	7	-7
27	0.3	?	2.3	0	13
28	-0.1	2	-1.7	0	6
29	-0.1	12	1.8	7	1
30	.	-2	3.9	17	16

Other records
nr	Compound	FBA Mtb inh	VHR inh abs	Rv3671c inh	MazF activator	FadD28 binding
31	CCN(C(=O)C1=COCCO1)c1nc2c(C)cccc2s1	0	.	5	5	-0.2
32	O=C1C(=O)N(c2ccccc2)c2ccccc21	0	0	3	10	-0.3
33	CC1CCN(C(=O)CNC(=O)c2ccc(Cl)cc2Cl)CC1	-5	2	-4	-5	-2.2
34	COc1ccc(CSC2=C(C#N)C(=O)NC3(CCCCC3)S2)cc1	-3	.	.	3	-2.3
35	Cc1cc(C)cc(NC(=O)N2CCN(S(C)(=O)=O)CC2)c1	3	28	4	4	-1.5
36	Cc1ccc(SCc2ccc(C(=O)Nc3ccccc3C(=O)NC(C)C)cc2)cc1	-1	27	-6	-2	-1.7
37	CC1CCCC(C)N1C(=O)c1cccc2c1-c1ccccc1/C2=N/O (stereo not drawn)	-2	9	-1	0	-1.4
38	Cn1nc(C(F)(F)F)c(CO)c1Sc1ccc(F)cc1	3	13	12	3	-1.2
39	O=C(NC1CC1)C(=O)c1c(-c2ccccc2)[nH]c2ccccc12	-1	-11	-3	2	-1.1
40	Cc1ccc(CNc2ncnc3cc(Cl)ccc23)cc1	3	12	-6	1	-1.8
41	CCCc1nc2oc3c(=O)[nH]cnc3c2c2c1COC(C)(C)C2	41*	4	-1	4	-2.4
42	CC(NC(=O)CCc1nnc(CCCc2ccccc2)o1)c1ccccc1 (stereo not drawn)	-4	13	-12	-6	-0.3
43	O=C(NCc1ccccc1C(F)(F)F)C1CCC(=O)N(C2CC2)C1 (stereo not drawn)	2	-13	0	-3	-3.9
44	Cc1ccc(S(=O)(=O)NC(=O)NC(=O)N(C)S(=O)(=O)c2ccc(C)cc2)cc1	0	12	2	1	-3.1
45	CCCCN(CCCC)CCNC(=O)c1cn(C)c2ccc(S(=O)(=O)N3CCCC3)cc2c1=O	-1	29	9	-1	0.0

nr	BioA inh	BoNT F protease	Mtb UGM inh	GDH-TPI inh	CCHF vOTU inh
31	-1.0	.	-0.5	6	7
32	-0.5	3	-0.6	8	4
33	-2.3	-11	-3.4	8	6
34	2.2	-3	.	34*	19
35	.	4	5.0	6	5
36	-1.4	-7	-2.6	2	9
37	0.8	0	-1.2	-2	2
38	.	-12	1.9	4	-6
39	2.2	-14	1.0	25	6
40	0.0	-9	-0.1	-1	0
41	.	3	-1.5	-3	15
42	.	-3	3.4	3	-4
43	-1.2	-8	3.7	3	0
44	0.3	-8	0.3	2	-2
45	-0.3	5	-2.2	3	-2

(further entries)
nr	Compound	FBA Mtb inh	VHR inh abs	Rv3671c inh	MazF activator	FadD28 binding
46	Cc1c(C(=O)NCc2ccc3c(c2)OCO3)cccc1[N+](=O)[O-]	1	3	1	1	-0.9
47	O=C(NCCn1ccc2ccccc21)c1ccc(S(=O)(=O)N2CCCCC2)cc1	-2	1	-1	-2	-4.3
48	Cc1ccc(C)c(CN2C(=O)COc3ccccc32)c1	2	-18	-2	-1	-3.0
49	CCOC(=O)C1=CN(Cc2cccc(I)c2)S(=O)(=O)N(C)C1C (stereo not drawn)	0	.	.	3	-2.6
50	CCOC(=O)C(C)Sc1nnc(CNC(=O)c2ccc(OC)cc2)n1C1CCCCC1 (stereo not drawn)	-2	34	-4	3	-0.1
51	O=C(CSC1=NCCS1)Nc1ccnc2ccccc12	-1	2	-7	-3	0.9
52	CCC(=O)NCCCCCCNC(=O)CC	4	-4	1	0	-1.6
53	O=C(Nc1cc(C(F)(F)F)ccc1Cl)C(Sc1nnc(-c2cccs2)o1)c1ccccc1 (stereo not drawn)	0	-4	10	-4	-4.4
54	O=C(C[C@H]1C/C=C\C[C@@H](Cc2ccc(F)cc2)C(=O)OC[C@H]2CCCN2C1=O)NCCO	0	.	1	2	-1.9
55	COc1cccc(NC(=O)CSc2nc(C)cs2)c1	0	27	-5	-5	-2.8
56	Cc1ccc(Nc2nc3c([nH]2)c(=O)[nH]c(=O)n3C)cc1	1	12	0	13	-2.6
57	CC(=O)N1c2ccc(S(=O)(=O)NCCC(=O)N3CCC(C)CC3)cc2CC1C (stereo not drawn)	1	3	5	-1	-0.7

nr	BioA inh	BoNT F protease	Mtb UGM inh	GDH-TPI inh	CCHF vOTU inh
46	.	10	0.1	1	3
47	-2.3	-17	1.7	6	1
48	6.2	?	2.6	-3	1
49	0.1	3	.	0	8
50	0.5	14	-1.7	9	2
51	-2.0	-4	-0.2	3	0
52	0.7	-22	-2.0	5	-14
53	.	-3	-1.6	19	-4
54	-1.3	-22	1.1	5	-12
55	-1.4	11	-2.1	-6	-6
56	0.5	0	-1.6	0	-2
57	-1.5	-8	0.3	4	1

Compound activity (PubChem BioAssay)
